A549 tox – counter-screen for Nrf2 inhibitors: cytotoxicity in A549 cells; A549 ARE-Fluc cells, CellTiter-Fluor viability, 18-24 h; Potency, µM (highest dose often 46 µM), inactives show at the highest dose activity change, negative = cytotoxicity, hits mostly inhibitors; actives 0.16% (n = 390,000); AID 504648; also: potency is read from the fitted curve at half-maximal effect; % is scaled to controls: 0 for no effect and ±100 for the full control effect
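A549 ARE_Fluc cells in 5% FBS OPTI-MEM were exposed to compounds in concentration-response for 18-24 h at 37 deg C. Viability was read by CellTiter-Fluor fluorescence (Ex 405/Em 525) after 30 min, before the luciferase read.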
Nrf2 ARE act – activators of Nrf2 (ARE) signaling. AREc32 ARE-luciferase reporter (MCF7-derived line), luminescence, 24 h. Potency, µM (doses to about 46.1 µM), without a hit: at the top dose activation, hits mostly activators. actives 0.31% (n = 410,000). AID 624171; also: potency is read from the fitted curve at half-maximal effect; % of control where 0% means no effect; nearly all actives have a fitted effect of over 65% in size
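Nrf2 activation is followed as ARE-luciferase induction in the AREc32 line after one day of compound treatment; luminescence is read with Steady-Glo.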
IL2 activator – activators of IL-2. IL-2 activation reporter assay, cell-based qHTS; stimulated with anti-CD3/CD4/CD28 beads; in transgenic mouse T cells. activation, % (series mostly up to about 46 µM). actives 0.065% (n = 360,000); in the data active = activation above about 50%; inconclusive = mostly about 30% to 49%; also: 0% is about no effect
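Unstimulated transgenic mouse T cells preincubated 60 min with compound, then stimulated with anti-CD3/anti-CD4-coated beads plus anti-CD28 for 18 h at 37 degrees C. IL-2 response read as EGFP and DsRed fluorescence by plate cytometry.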
Nrf2 inh – inhibitors of Nrf2 signaling | A549 ARE-Fluc reporter, luciferase luminescence, 18-24 h | actives 2.1% (n = 360,000) | Potency, µM (titrated, usually from 46 µM), for the others: top-dose activity change, negative = inhibition, most hits filed as inhibitors | AID 504444; also: potency is read from the fitted curve at half-maximal effect; % is scaled to controls: 0 for no effect and ±100 for the full control effect; nearly all actives have a fitted effect of over 60% in size
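A549 ARE_Fluc cells, 5000/well, 5% FBS OPTI-MEM; compounds in dose-response, 18-24 h at 37 °C/5% CO2; CellTiter-Fluor viability read (Ex 405/Em 525), then BugLite luciferase luminescence = Nrf2 activity.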
S2 tox – cell viability loss in ATXN counter-screen; S2 cells (HEK-293 line with an ATXN2-luciferase reporter) viability, CellTiter-Fluor protease fluorescence, 24 h; Potency, µM (series often up to 56.7 µM), actives largely listed as cytotoxic; actives 0.49% (n = 400,000); also: potency is read from the fitted curve at half-maximal effect; nearly all actives have a fitted effect of over 40% in size
TGFb SMAD3 inh – TGF-b pathway inhibition; HepG2 CAGA-GFP TGF-b/SMAD3 reporter, GFP fluorescence, 18 h; TGF-beta stimulated, 500 pg/mL final; Potency, µM (highest dose often 46.1 µM), for the others: at the top dose activity, negative = inhibition, hits mostly inhibitors; actives 1.2% (n = 410,000); AID 588855; also: potency is read from the fitted curve at half-maximal effect; % is scaled to controls: 0 for no effect and ±100 for the full control effect; nearly all actives have a fitted effect of over 65% in size
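TGF-beta reporter screen: HEPG2 CAGA-GFP, 1% FBS, 500 pg/mL TGF-beta final, 18 h; per-cell GFP summed per well; curves fitted and categorized by class.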
HepG2 tox – HepG2 cytotoxicity, counter-screen for TGF-b inhibitors | HepG2 CAGA-GFP viability, ATP luminescence, 18 h | Potency, µM (highest dose often 46.1 µM), without a hit: top-dose activity change, negative = cytotoxicity, hits mostly cytotoxic | actives 0.76% (n = 410,000) | AID 588856; also: potency is read from the fitted curve at half-maximal effect; some results filed as inactive show a strong effect at the top dose
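CellTiter-Glo luminescence gave cytotoxicity after 18 hours at 37 degrees C. The cells were HepG2 CAGA-GFP in 1% FBS DMEM, stimulated with 500 pg/mL TGF-beta after compound addition. %Activity was normalised to no-cell wells (complete cell-killing) and DMSO (no toxicity), and curves were fitted and classified.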
ATXN2 expr inh – ATXN2 expression inhibition; actives 0.72% (n = 360,000); AID 1745845; Potency, µM (top dose mostly 57 µM), for the others: top-dose activity change, negative = inhibition, actives largely listed as inhibitors; HEK-293 ATXN2-luciferase reporter, luminescence, 24 h; also: potency is read from the fitted curve at half-maximal effect; % is scaled to controls: 0 for no effect and ±100 for the full control effect; nearly all actives have a fitted effect of over 55% in size
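ATXN2-luciferase reporter cells (luciferase flanked by upstream and downstream ATXN2 gene portions) were treated 24 h at 37 °C with compounds at up to 57 uM. SteadyGlo luminescence gave expression; GF-AFC fluorescence gave viability.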
EPAC2 agonist – activates human EPAC2 exchange factor; Q8WZA2; EPAC2 activation, biochemical qHTS; response scale: 100% = 6.5 mM cAMP response; Potency, µM (doses to about 154 µM), inactives show at the highest dose activation, usual class: activators; actives 0.079% (n = 360,000); also: potency is read from the fitted curve at half-maximal effect; nearly all actives have a fitted effect of over 50% in size
Target sequence (Q8WZA2 whole entry, looked up): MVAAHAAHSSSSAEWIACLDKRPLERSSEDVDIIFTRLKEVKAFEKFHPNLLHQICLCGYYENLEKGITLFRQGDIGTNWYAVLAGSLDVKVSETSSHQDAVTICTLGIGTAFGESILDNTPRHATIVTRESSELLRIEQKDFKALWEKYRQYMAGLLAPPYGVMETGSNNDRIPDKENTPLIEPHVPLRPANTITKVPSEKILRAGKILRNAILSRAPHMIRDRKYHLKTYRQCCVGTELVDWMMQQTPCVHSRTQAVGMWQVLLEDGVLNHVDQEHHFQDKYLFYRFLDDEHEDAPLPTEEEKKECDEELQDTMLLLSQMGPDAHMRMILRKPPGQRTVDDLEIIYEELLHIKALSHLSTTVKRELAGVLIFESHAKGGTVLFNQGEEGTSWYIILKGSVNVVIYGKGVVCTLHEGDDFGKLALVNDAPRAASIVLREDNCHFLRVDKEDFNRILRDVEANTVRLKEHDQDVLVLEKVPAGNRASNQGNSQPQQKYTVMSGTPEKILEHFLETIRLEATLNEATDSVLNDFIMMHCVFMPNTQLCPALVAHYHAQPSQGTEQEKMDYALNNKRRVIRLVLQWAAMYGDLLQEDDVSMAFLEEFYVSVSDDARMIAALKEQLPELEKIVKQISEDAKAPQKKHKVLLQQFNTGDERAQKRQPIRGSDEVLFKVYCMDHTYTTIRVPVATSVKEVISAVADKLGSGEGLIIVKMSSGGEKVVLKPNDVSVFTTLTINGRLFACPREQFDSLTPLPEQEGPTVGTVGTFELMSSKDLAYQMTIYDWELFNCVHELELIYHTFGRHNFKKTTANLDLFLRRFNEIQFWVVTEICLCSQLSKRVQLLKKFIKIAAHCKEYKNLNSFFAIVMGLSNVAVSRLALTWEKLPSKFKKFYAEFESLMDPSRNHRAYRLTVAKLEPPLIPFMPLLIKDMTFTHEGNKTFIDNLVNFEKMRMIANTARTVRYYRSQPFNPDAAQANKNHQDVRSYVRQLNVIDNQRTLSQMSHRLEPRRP
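Compounds were added across a concentration range to EPAC2 (100 nM), RAP1B-BODIPY-GDP (250 nM) and GDP (50 uM). After 5 min at room temperature, fluorescence was recorded at 5-min intervals for 30 min.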
* hit, by the source's call; i = inactive; ? = inconclusive; . = not tested or not shown; & = joins results of further samples; [ ] = remark or other dose. Unless noted, calls follow the shape of the dose curve; as a rule, active = well fitted curve in the direction sought with a large enough effect; inconclusive = small, poorly fitted or top-dose-only effect, or another doubt; inactive = no such curve, though single readings can be large; an effect the other way counts as inactive or inconclusive. This is a random part of the collection; about 4.3% have a hit in one of these screens.

SMILES	Nrf2 inh	Nrf2 ARE act	A549 tox	TGFb SMAD3 inh	EPAC2 agonist	ATXN2 expr inh	HepG2 tox	IL2 activator	S2 tox
COc1ccccc1CN(C)C(=O)c1cc(S(=O)(=O)N2CCCCCC2)ccc1OC	.	-2.7%	.	-7%	2%	.	-15%	-2.9	i
CCOC(=O)C1CCN(S(=O)(=O)c2cc(-c3cc(C)no3)ccc2C)CC1	?	0.7%	13%	0%	.	.	5%	.	.
O=C(c1ccc(Cl)cc1)c1ccc(OCC(O)CN2CCCCC2)cc1 (stereo not given)	-8%	3.1%	5%	-3%	-2%	-15%	-48%	1.2	i
N/C(=N\OC(=O)COc1ccc(Cl)cc1Cl)c1cccnc1	?	3.2%[9.22 µM]	?	?	0%	70%[activator]	-4%	-0.3	i
C[C@@H]1CCCCO[C@H](CN(C)C(=O)c2ccccc2)[C@@H](C)CN([C@H](C)CO)C(=O)c2cc(NC(=O)NC3CCCCC3)ccc2O1	.	-0.2%	.	9%	-9%	3%	-4%	-0.2	i
Cc1ccc(CNC(=O)CCS(=O)(=O)c2ccc3c(c2)CC(C)N3C(=O)C2CC2)cc1 (stereo not given)	?	-0.4%&0.6%	-10%&-7%	?	9%	-30%	0%&-11%	-2.8	?
CC12CCC(=O)C=C1C(F)CC1C2C(O)CC2(C)C1CCC2(O)C(=O)CO (stereo not given)	0.058µM*	1.8%	4%	-4%	5%	3%	-42%	-0.7	i
CC(C)c1ccc([C@@H]2O[C@H](CCc3ccccc3)CC3=C2C(=O)OC(C)(C)O3)cc1	.	0.6%	.	.	9%	9%	.	-0.9	i
COc1cc(-c2c(C(=O)c3ccccc3)[nH]c(N)c2C(N)=O)ccc1F	.	-0.9%	.	.	3%	22%	.	-0.2	i
O=C(NCCCN1CCOCC1)C(=O)NCc1ccc(Cl)cc1	-21%	0.3%	-4%	-6%	4%	-10%	2%	-1.0	i
O=Cc1c(Cl)[nH]c(=O)n1-c1ccccc1	?	0.4%	-3%	15%	8%	-16%[11.3 µM]	9%	-0.8	i
O=C(C1CCN(S(=O)(=O)c2cnc[nH]2)CC1)N1CCN(c2ccc([N+](=O)[O-])cc2)CC1	11%	-0.7%	?	1%	4%	4%	4%	-1.8	i
O=[N+]([O-])c1cccc(COc2ccccc2CO)c1	.	3.7%	.	.	-6%	17%	.	0.1	i
Cc1ccc(C2CC(=O)C=C(O)C2)cc1 (stereo not given)	.	-0.4%	14%	0%	-3%	0%	7%	0.1	i
CCOc1ccc(-c2cc(C(=O)NCCCn3ccnc3)c3ccccc3n2)cc1	1%	3.7%	1%	-1%	12%	-10%	-15%	-0.1	?
CCc1cccc(C)c1NC(=S)N(Cc1cccnc1)Cc1ccco1	5%	0.2%	-3%	-4%	1%	0%	-11%	-3.7	i
Cc1cccc(C(=O)Nc2cc(-c3ccccc3F)nn2-c2ccccc2)c1	.	0.0%	16%	6%	.	3%	-13%	.	i
C[C@H](CO)N1C[C@H](C)[C@@H](CN(C)C(=O)c2ccccc2)Oc2cc(C#C[C@@H](C)O)ccc2S1(=O)=O	.	0.3%	.	12%	15%	-6%	-8%	-1.5	i
Cc1ccc(Cc2c(C)nc3nc(SCC(=O)NCCCN4CCCC4)nn3c2C)cc1	2%	0.0%	5%	-1%	8%	-7%	7%	0.5	i
Cc1oc(-c2ccccc2Cl)nc1CS(=O)(=O)CC(=O)NC(C)c1ccccc1 (stereo not given)	18%&-2%	0.6%&0.2%	3%&0%	?	10%	-6%&-17%	-23%&-12%	-2.9	i

Three compounds from above, arranged by molar mass, rising.
SMILES	Nrf2 inh	Nrf2 ARE act	A549 tox	TGFb SMAD3 inh	EPAC2 agonist	ATXN2 expr inh	HepG2 tox	IL2 activator	S2 tox
O=C(NCCCN1CCOCC1)C(=O)NCc1ccc(Cl)cc1	-21%	0.3%	-4%	-6%	4%	-10%	2%	-1.0	i
O=C(c1ccc(Cl)cc1)c1ccc(OCC(O)CN2CCCCC2)cc1 (stereo not given)	-8%	3.1%	5%	-3%	-2%	-15%	-48%	1.2	i
Cc1ccc(CNC(=O)CCS(=O)(=O)c2ccc3c(c2)CC(C)N3C(=O)C2CC2)cc1 (stereo not given)	?	-0.4%&0.6%	-10%&-7%	?	9%	-30%	0%&-11%	-2.8	?

Continued.
SMILES	Nrf2 inh	Nrf2 ARE act	A549 tox	TGFb SMAD3 inh	EPAC2 agonist	ATXN2 expr inh	HepG2 tox	IL2 activator	S2 tox
COC(=O)c1cc(S(=O)(=O)NCCc2sccc2C)c[nH]1	?	0.6%	-4%	-17%	2%	15%	-21%	2.7	i
CCOc1ccc(C(=O)NC(=S)Nc2cccnc2)cc1	14%	0.0%	6%	-1%	-2%	19%	-3%	-0.4	i
CCSc1ccc(-c2cc(NC=O)c3ncc(-c4cccc(C(=O)N(C)C)c4)n3c2)cc1	.	4.1%[9.22 µM]	.	?	6%	?	-15%	-0.6	?
Cc1ccccc1NC(=O)C(C)N1C(=O)c2ccccc2C1=O (stereo not given)	3%	0.1%[9.22 µM]	0%	17%	3%	2%	5%	-2.0	i
COc1cc2nc(N(CCCN(C)C)C(=O)c3ccc(S(=O)(=O)N4CCc5ccccc54)cc3)sc2cc1OC	4%	7.7%	-5%	-13%	0%	-14%	-33%	-2.0	i
Cc1ccc(CN2CC(N3CCN(c4ccccn4)CC3)CS2(=O)=O)cc1 (stereo not given)	.	0.2%	.	-34%	8%	1%	-15%	-0.3	i
CCCNC(=O)CSc1nc2ccc(OCC)cc2s1	-9%	-1.0%	-13%	6%	-3%	.	5%	-1.0	i
CCOc1ccc(NC(=O)c2cnc3scc(C)n3c2=O)cc1	?	0.0%	-2%	7%	5%	25%	-1%	0.0	i
O=C(Cn1cc(C(=O)c2ccco2)c2ccccc21)Nc1ccc(Br)cc1	-17%	6.1%	-10%	?	.	-5%	-39%	.	i
OCCNC(=S)Nc1ccc2nsnc2c1	19%	-0.4%	0%	-5%	2%	-12%	3%	0.0	?
CCNS(=O)(=O)c1ccc(NC(=S)N2CCc3ccccc32)cc1	-7%	-0.6%	1%	1%	14%	-22%	-3%	-1.5	i
CCOc1ccc(C(=O)NN2C(=O)C3C4C=CC(O4)C3C2=O)cc1 (stereo not given)	?	-0.8%	-8%	0%	-2%	13%	3%	-0.5	i
Cc1ccccc1NC(=O)CSc1ccc(-c2ccco2)nn1	-1%	?	11%	?	3%	-7%	-1%	0.1	i
COc1ccc(C(=O)C2CCCN(C(=O)CSC)C2)cc1OC (stereo not given)	9%	0.4%	16%	-6%	20%	4%	-77%	0.1	i
CCOc1c(Br)cc(C(N)=O)cc1OC	-25%	0.0%	-2%	1%	-6%	3%	-12%	2.3	i
CCC(CC)c1nnc(NC(=O)C2CC(=O)N(CCc3ccc(OC)c(OC)c3)C2)s1 (stereo not given)	?	2.8%	0%	0%	2%	-7%	4%	-0.4	i
COc1ccc(OC)c(S(=O)(=O)Nc2cccc(-c3ccc(N4CCCCC4)nn3)c2)c1	.	1.0%	-10%	1%	.	54%[activator]	2%	.	i
O=C(NC(c1ccc(F)cc1)c1ccc2ccccc2n1)C1CCN(Cc2ccc3ccccc3n2)CC1 (stereo not given)	.	5.8%	.	13µM*	23%	-23%	-47%	0.0	?
Cc1[nH]c2ccc3c(ncn3CCC#N)c2c1C	3%	1.2%	-2%	0%	-3%	-6%	-17%	1.5	i
CCc1ccc(C2=NNC(=Nc3cccc(S(=O)(=O)N(C)C)c3)SC2)cc1	?	11%	?	13µM*	-5%	?	-41%	-0.6	?
O=S(=O)(Nc1ccc2c(c1)nc1n2CCN(Cc2ccccc2)C1)c1ccc(Cl)cc1	13µM*	-0.5%	?	-7%	2%	.	-17%	-0.5	.
Cc1cccc(C(=O)Nc2sc3c(c2C(=O)O)CCCC3)c1	?	0.4%&0.3%	?	0%&-9%	9%	33%&-4%[activator]	-24%&-22%	-0.3	?
Cc1ccc(C)c(CN2C(=O)c3ccccc3S(=O)(=O)c3ccc(C(=O)N4CCN(c5ccccc5)CC4)cc32)c1	13%	3.0%	4%	.	.	.	-1%	.	.
O=C(/C=C/c1ccccc1)C1=C(O)C(=O)N(CCO)C1c1cccc([N+](=O)[O-])c1 (stereo not given)	-2%	2.2%	-19%	-14%	3%	-9%	-7%	2.5	?
CCOc1ccc(S(=O)(=O)NCC(c2ccco2)S(=O)(=O)c2cccs2)cc1 (stereo not given)	.	6.5%	8%	-43%	.	.	-19%	.	.
Cc1ccc(C)c2[nH]c(=O)c(CN(CCCN(C)C)C(=O)NCc3ccccc3)cc12	6%	0.3%	-9%	1%	3%	-23%	-24%	0.1	i
CCOC(=O)/C(=N\Nc1cccc(C(F)(F)F)c1)N(CCOC)CCOC	4%	0.1%	-9%	-7%	-12%	-5%	10%	-0.1	i
COc1ccc(C(=O)CCC(=O)O)c(C)c1	.	-1.4%	2%	2%	-5%	1%	-1%	-2.7	i
Cn1c(N)c(N2CCCCC2)c(=O)n(CC(=O)Nc2cccc(C#N)c2)c1=O	-7%	-1.0%	-9%	5%	-4%	5%	0%	-0.6	?
CC[C@@]1(C(=O)OC)N[C@H](CN(C)C(C)=O)[C@@H]2C(=O)N(Cc3ccccc3)C(=O)[C@@H]21	8%	-1.0%	-4%	?	7%	10%	-1%	-0.1	i
COc1ccccc1CC(NC(C)=O)C(=O)NC1CCN(C(=O)Nc2ccccc2C)CC1 (stereo not given)	-2%	-0.1%	6%	-6%	20%	-8%	-92%	-2.0	i
O=C(Cn1ncc2c1-c1ccccc1OC2)N1CCN(c2ccccc2)CC1	12%	-1.4%	-2%	-5%	.	-6%	-6%	.	i
O=C(CSc1nc2ccsc2c(=O)n1-c1ccc(Cl)cc1)NCc1ccc(Cl)cc1	?	-0.2%	-11%	7%	.	-11%	-15%	.	i
CCOC(=O)c1cc(NC(=O)NC2CCCCC2)c(C)nc1C	0%	-0.5%	1%	-5%	12%	18%	-38%	-0.4	i

Screening results as filed in PubChem BioAssay.
